# Peg3 promoter = inhibitors of Peg3 promoter. HeLa PEG-Prom luciferase reporter, luminescence, overnight. 360,000 compounds, 1.7% hits. AID 588405. inhibition, % at 20 µM;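 active = inhibition of at least 50% at 20 µM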
# C8 TRAIL sens = sensitizes caspase-8 expressing cells to TRAIL; NB7+C8 cells + TRAIL, ATPlite viability luminescence; inhibition (viability loss, TRAIL sensitization), % at 10 µM; 360,000 compounds, 1% hits; AID 624354;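 active = compounds causing at least 50% loss of cell viability in the single-dose screen, relative to plate controls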
# CF NFkB inh = inhibitors of cystic fibrosis induced NF-kB; inhibition, % at 5 µM; 360,000 compounds, 0.86% hits; KKLEB NF-kB-GFP reporter, PAF-induced, GFP fluorescence overnight; AID 588850;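 active = at least 50% inhibition at 5 µM, scaled per plate between neutral and stimulator controls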;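 note: PAF is a Pseudomonas aeruginosa culture filtrate used as stimulus; plate controls were PAF-stimulated DMSO wells for no effect and unstimulated DMSO wells for full effect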
# NR2E3 ag-1 = activates human photoreceptor nuclear receptor NR2E3 | Q9Y5X4 | GST-NR2E3/biotin-RetCOR TR-FRET, 1536-well | inhibition of corepressor binding, % at 4.78 µM | 320,000 compounds, 0.12% hits | AID 2300;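 active = percent inhibition above the cutoff of mean plus 3 SD of all tested compounds, set per screening campaign, cut at about 20% in these data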;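 note: 0% = DMSO wells and 100% = biotin wells as full block of FRET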
# Target sequence (Q9Y5X4 whole entry, looked up): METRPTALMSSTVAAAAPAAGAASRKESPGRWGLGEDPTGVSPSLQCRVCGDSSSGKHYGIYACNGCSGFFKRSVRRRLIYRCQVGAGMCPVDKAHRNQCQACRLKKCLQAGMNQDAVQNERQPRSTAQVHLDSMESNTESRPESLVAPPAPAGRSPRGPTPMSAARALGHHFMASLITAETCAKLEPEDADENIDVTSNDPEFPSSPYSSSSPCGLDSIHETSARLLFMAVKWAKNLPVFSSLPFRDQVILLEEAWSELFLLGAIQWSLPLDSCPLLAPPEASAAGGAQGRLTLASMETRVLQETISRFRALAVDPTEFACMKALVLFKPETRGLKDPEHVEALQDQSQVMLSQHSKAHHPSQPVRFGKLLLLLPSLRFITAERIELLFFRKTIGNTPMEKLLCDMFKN
#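 Material – GST-tagged NR2E3 plus biotinylated RetCOR corepressor · Quantity – NR2E3 fusion 1.35 nM · Times – 5 h incubation at 4 °C · Medium – pH 7.5 Tris-based buffer · Technique – TR-FRET, Eu(K)-anti-GST donor, streptavidin-D2 acceptor, ex 340, em 617/671 nm · Benchmarks – high control biotin, low control 0.6% DMSO · Format – 1536-well plates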
# hiPSC survival = hiPSC single-cell survival enhancement; ATPlite luminescence; 100% = ROCK inhibitor wells, 0% = DMSO; AID 602274; 360,000 compounds, 0.044% hits; survival enhancement, % at 20 µM; in the data active = survival enhancement above about 18%;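 note: cells exposed to compounds for 16 hours before the ATP read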
# EBV LMP1 NFkB = reduces LMP1-driven NF-kappaB luciferase signal. 350,000 compounds, 0.69% hits. inhibition, % at 12.5 µM. LMP1-induced NF-kappaB luciferase reporter cells, luminescence; in the data active = inhibition above about 41%;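 note: 0% = neutral control wells and 100% = reference inhibitor control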
# Shn3 inh set2 = inhibitors of Schnurri-3 3'UTR reporter in osteoblasts | Clone20 osteoblast Shn3 3'UTR firefly luciferase, 24 h | inhibition, % at 12.5 µM | 360,000 compounds, 0.52% hits | AID 588674;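 active = mean inhibition of at least 75% with every replicate also reaching 75%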;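 note: 0% = median of neutral control wells and 100% = pilot-screen positive control compound; some compounds past the cut are filed as inactive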
# TRPM1 prom inh = MITF TRPM1 promoter inhibition in SK-MEL-5 cells | SK-MEL-5 TRPM1 promoter luciferase, 24 h | inhibition, % at 12.5 µM | 330,000 compounds, 0.83% hits;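 active = mean inhibition across replicates of 60% or more, whatever share of single replicates reaches that level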; note: values of inactives mirror those of a sister screen read the other way
# KKLEB cytotox = counter-screen for CF NF-kB inhibitors: cytotoxicity; KKLEB CF airway cells viability, ATPlite luminescence, overnight; active compounds read low; cells stimulated with P. aeruginosa culture filtrate; 360,000 compounds, 0.36% hits; activity change (cytotoxicity), % at 5 µM;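 active = corrected activity change at or below -50% at 5 µM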
# NR2E3 ag-2 = agonists of human NR2E3 nuclear receptor | Q9Y5X4 | CHO-S Gal4-NCOR/VP16-NR2E3 two-hybrid, luciferase | inhibition of corepressor binding, % at 3.98 µM | 360,000 compounds, 0.35% hits | AID 602229;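 active = inhibition above the mean of all tested compounds plus 3 SD, cut at about 70% in these data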;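 note: 0% = DMSO with NR2E3 transfected cells and 100% = cells lacking NR2E3 construct; higher means lower luciferase signal from less NR2E3 corepressor binding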
# HIF-2a inh = HIF-2a inhibition. 786-0 RCC cells HIF-2a reporter, luciferase luminescence, overnight. 360,000 compounds, 0.72% hits. inhibition, % at 18.8 µM;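 active = inhibition of the luminescence signal of 40% or more relative to plate controls, in a single-dose primary screen at 18.75 µM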
# Active calls of the source: *; . = no result given.
SMILES,Peg3 promoter,C8 TRAIL sens,CF NFkB inh,NR2E3 ag-1,hiPSC survival,EBV LMP1 NFkB,Shn3 inh set2,TRPM1 prom inh,KKLEB cytotox,NR2E3 ag-2,HIF-2a inh
CNC(=O)CCn1nc(-c2ccc(C)cc2)c2ccccc2c1=O,10.1,5.2,0.0,-1.9,-0.5,2.0,-8.8,6.5,12.1,1.4,14.3
Cc1ccccc1NS(=O)(=O)c1ccc(N2CCCC2=O)cc1,15.4,3.1,24.6,8.3,-1.6,14.8,19.2,13.0,-21.6,-96.2,8.9
C/C(=N/NS(=O)(=O)c1ccc(C(C)C)cc1)c1ccncc1,-7.2,21.1,4.6,.,0.7,7.4,38.5,0.4,2.3,26.3,8.6
CCOc1ccc(NC(=O)CC(NCc2ccccn2)C(=O)O)cc1 (stereo not given),12.2,-6.2,14.7,1.9,0.1,-4.6,7.8,1.5,5.1,-1.7,10.2
CCN1CCN(c2ccc(NC(=O)c3ccc(Br)o3)cc2)CC1,-170.3,27.0,19.5,.,0.3,-19.9,-30.5,-72.0,-8.1,-57.0,-210.4
O=C(COC(=O)CNC(=O)c1ccc(Cl)c([N+](=O)[O-])c1)NCC1CCCO1 (stereo not given),7.9,-5.0,5.6,0.3,-0.4,-6.2,-10.6,4.7,-5.6,-19.7,1.2
COCn1c(C(O)c2ccccc2)cc2ccccc21 (stereo not given),11.9,1.7,-2.2,.,-0.1,0.9,17.3,6.3,-3.0,-18.3,13.5
Cn1cccc1C(=O)OCc1ccc(F)cc1,-10.8,2.0,-6.2,1.1,0.8,2.2,-19.9,-60.6,-4.8,-3.3,-2.6
COc1cccc2c1C(=O)CC1C2CCC2CC(=O)CCC21C (stereo not given),7.4,-9.9,-19.0,-3.8,-0.6,10.5,-3.0,-0.9,-2.4,-9.1,25.8
O=C(NCCOc1ccccc1)c1cccc(S(=O)(=O)NCc2ccccc2)c1,21.1,24.8,-14.1,1.5,-0.5,11.8,-0.5,7.6,-16.7,-6.9,9.0
COc1ccc(CN(C)C(=O)COC(=O)c2ccc(-c3ccccc3)cc2)c(OC)c1OC,-15.0,8.3,-19.5,.,-0.3,-1.6,13.5,-6.5,-22.0,6.8,-6.0
O=C1/C(=N\S(=O)(=O)c2cccs2)C([n+]2cccc(Cc3ccccc3)c2)=C([O-])c2ccccc21,34.4,48.0*,56.4*,-0.2,-0.4,1.9,.,90.9*,-3.4,5.1,1.9
Cc1ccc2c(c1)CC1(CN2C)C(=O)OC2(CCCCC2)OC1=O,14.7,-12.1,4.7,-2.6,-2.8,-0.3,-18.4,9.8,-1.2,-1.2,14.3
C=CCNC(=O)Nc1ccc(F)c(Cl)c1,-2.6,7.5,-7.8,2.0,-1.6,-2.4,2.2,4.0,12.5,-33.0,-18.7
COc1ccc(NC(=O)Nc2nc(C(N)Cc3ccc(C(F)(F)F)cc3)cs2)cc1 (stereo not given),97.6*,48.5,27.6,.,-4.8,.,34.4,.,-16.8,6.3,1.8
CC(=O)c1c(C)[nH]c(C(=O)CSc2nc3ccccc3c(=O)n2CCCO)c1C,13.7,-5.5,10.9,1.1,-0.2,3.6,1.5,-33.1,-15.8,14.4,17.5
COc1cc(CCC(=O)OCC(N)=O)cc(OC)c1OC,3.7,-0.8,-2.6,-1.2,0.0,-0.5,-9.5,-6.4,9.8,-32.9,13.5
CN1C[C@@H]2[C@@H]3C(=O)N(Cc4ccccc4)C(=O)[C@@H]3[C@](Cc3ccccc3)(C1=O)N2C(=O)c1ccc(Cl)cc1,12.4,0.9,0.0,.,0.7,-1.6,1.2,1.2,3.8,-15.6,18.6
Cc1ccc(NC(=S)Nc2ccc3cn[nH]c3c2)c(C)c1,-67.0,-17.8,31.3,2.5,0.3,0.3,-19.1,4.9,-6.9,-28.8,-71.0
CCC(CC)C(=O)NC12CC3CC(CC(C3)C1)C2,15.8,-3.3,-4.8,-2.9,-0.5,5.4,2.8,6.3,4.5,-12.5,8.0
CCNC(=S)N(CCc1c(C)[nH]c2ccc(OC)cc12)Cc1cccnc1,12.3,1.0,8.4,-1.1,0.6,0.3,-12.4,2.0,4.8,-10.9,15.1
O=C1c2ccccc2-c2onc3ccc(NCc4ccco4)c1c23,-6.2,17.5,-114.1,-17.4,0.2,7.5,7.4,22.8,8.2,-15.2,-49.2
COc1cccc(CNS(=O)(=O)c2cc3c(cc2C)n(C)c(=O)c(=O)n3C)c1,7.7,1.5,5.5,-4.8,-0.5,-20.9,3.3,-8.2,-7.4,0.4,14.3
CC(c1ccccc1)C(CC(=O)O)C(=O)NC1CCCCC1 (stereo not given),6.4,-21.9,-4.5,-0.9,2.1,-2.8,-9.7,3.1,-9.7,18.1,4.9
Cn1c(CSc2nc3ccccc3s2)nnc1SCC(=O)NCCN1CCOCC1,8.6,9.9,1.5,-0.6,0.0,-0.3,0.9,25.6,-0.3,1.0,-7.2
Cc1nc(NC(=O)CSc2ccc(-c3nc4ccccc4[nH]3)cn2)sc1C,-53.5,13.5,3.8,-23.5,2.4,-13.6,59.0,-8.5,-14.4,-26.6,-117.1
CN(C)C(CNC(=O)c1ccc([N+](=O)[O-])cc1Cl)c1ccco1 (stereo not given),-44.6,-2.5,-1.2,-0.3,0.0,-5.3,-7.4,-16.2,4.0,-13.3,-37.1
COc1ccc(N2CCN(C3CCCN(C(=O)c4cccc(C)n4)C3)CC2)cc1 (stereo not given),9.0,-5.8,-6.3,3.2,-0.4,-0.9,13.1,13.4,1.0,-11.8,6.7
O=C(COc1ccc(F)cc1)NNC(=O)Cn1ccc(C(F)(F)F)n1,-4.2,-9.9,-5.0,.,1.1,-1.5,-31.7,2.0,7.9,-20.0,5.6
Oc1csc(Cc2nc(-c3ccc(Br)cc3)cs2)n1,-215.5,-2.6,-23.3,-0.6,0.5,-33.2,-62.2,-43.6,-4.7,-104.8,-220.7

# Of the compounds above, these contain an aryl thioether with sulfur outside any ring:
SMILES,Peg3 promoter,C8 TRAIL sens,CF NFkB inh,NR2E3 ag-1,hiPSC survival,EBV LMP1 NFkB,Shn3 inh set2,TRPM1 prom inh,KKLEB cytotox,NR2E3 ag-2,HIF-2a inh
CC(=O)c1c(C)[nH]c(C(=O)CSc2nc3ccccc3c(=O)n2CCCO)c1C,13.7,-5.5,10.9,1.1,-0.2,3.6,1.5,-33.1,-15.8,14.4,17.5
Cn1c(CSc2nc3ccccc3s2)nnc1SCC(=O)NCCN1CCOCC1,8.6,9.9,1.5,-0.6,0.0,-0.3,0.9,25.6,-0.3,1.0,-7.2
Cc1nc(NC(=O)CSc2ccc(-c3nc4ccccc4[nH]3)cn2)sc1C,-53.5,13.5,3.8,-23.5,2.4,-13.6,59.0,-8.5,-14.4,-26.6,-117.1

# Further structures follow.
SMILES,Peg3 promoter,C8 TRAIL sens,CF NFkB inh,NR2E3 ag-1,hiPSC survival,EBV LMP1 NFkB,Shn3 inh set2,TRPM1 prom inh,KKLEB cytotox,NR2E3 ag-2,HIF-2a inh
CS(=O)(=O)c1ccc2nc(NC(=O)Nc3cccc(Cl)c3)sc2c1,-60.2,40.6,63.5*,-5.3,-1.3,-8.8,-2.8,-37.2,-32.4,-77.2,-133.6
COc1ccc(C[C@@H]2OC3(C=CC(=O)C=C3)O[C@H]2Cc2ccc(OC)cc2)cc1,103.3*,92.8*,85.0*,.,-1.1,79.2*,94.2*,99.9*,-77.7*,96.6*,87.2*
CC1CCC(NC(=O)COC(=O)c2ccc3ncsc3c2)CC1 (stereo not given),-47.1,-19.0,-7.7,0.9,-0.7,-3.9,-8.1,1.5,13.0,-26.2,-11.6
O=C(O)c1cccc(Nc2nc(N3CCOCC3)nc(N3CCOCC3)n2)c1,3.1,-4.6,7.1,-0.3,2.3,5.8,-6.4,13.8,-1.3,0.9,0.7
O=C(CN1CCN(c2ccccc2)CC1)Nc1cccc(C(F)(F)F)c1,10.5,-5.8,-22.0,3.0,-1.0,-33.3,3.0,2.2,-3.5,12.2,-12.8
CCCCN1C(=O)NC(c2cccc([N+](=O)[O-])c2)C(C(=O)OCC)=C1C (stereo not given),28.3,-1.6,14.6,-1.8,-1.8,-3.6,-5.5,-1.8,-3.1,-27.5,15.9
COc1ccc(-c2ccc3nccn3c2)cc1,-101.1,4.9,1.1,.,-0.7,.,-39.5,.,1.3,-38.2,-143.0
CC1(C)C(=O)N(c2ccccc2F)C(=O)c2ccccc21,7.9,-8.8,11.1,4.5,1.1,5.7,1.8,-7.8,-0.6,2.9,5.5
CCc1ccc(C#CC2=CC(=O)CC(C)(C)C2)cc1,-159.5,18.6,11.9,.,-0.1,-33.3,-100.9,.,-13.6,-31.5,-178.4
O=C1CNC(=O)c2c(nc3n2CCC3)N1,0.5,-37.8,-14.4,1.6,0.5,-0.6,4.3,0.5,4.2,-52.7,5.4
Cc1cc(C(=O)NNC(=O)Nc2cccc(C(F)(F)F)c2)no1,-8.7,1.1,-13.0,0.7,-0.3,0.7,6.7,-0.9,10.7,21.4,14.5
O=C(Nc1cccnc1)c1ccc(Cl)cc1[N+](=O)[O-],-0.4,0.1,-11.9,1.5,-1.2,2.1,-16.9,-13.1,-12.7,19.3,5.3
COc1nccnc1NS(=O)(=O)c1ccc(NC(=S)NC(=O)c2ccccc2F)cc1,-0.1,-1.2,9.5,4.7,0.2,3.9,9.9,5.3,-0.2,1.3,5.9
COC(=O)c1cc2sccc2n1CC(=O)N1CCCc2ccccc21,7.2,-20.1,-1.0,1.6,-0.9,2.6,-9.8,-6.4,9.7,-17.6,7.1
CC(=O)OC1CCC2C3CCC4=C(CC(F)C(=O)C4)C3CCC12C (stereo not given),29.2,6.8,-8.2,.,-1.6,0.6,1.0,3.3,-28.7,-4.7,-2.0
C=CCn1c(SCC#N)nc2sc(CC)cc2c1=O,8.8,25.1,14.7,-0.9,-0.2,3.2,1.2,-3.6,-10.6,-8.1,2.3
C[C@]12c3[nH]c4ccc(Cl)cc4c3CCN1C(=O)[C@@H](CC(=O)NCCN1CCOCC1)C[C@@H]2C(=O)N1CCOCC1,-8.9,-4.6,30.7,.,-1.9,-0.9,-19.3,7.7,-18.1,-3.1,9.5
Cc1ccc(-n2[nH]c(=O)c(-c3ccccn3)c2C)cc1,73.5*,60.7*,-7.1,-1.4,-2.9,66.4*,78.6,83.3*,-6.8,-94.2,73.0*
O=C(NCCc1cccc(F)c1)C1CC(O)CN1C(=O)Nc1ccccc1 (stereo not given),1.1,10.1,-1.9,.,-1.7,3.0,19.4,.,-3.0,-20.6,17.9
Cc1ccc2nc(SCC(=O)Nc3ccc4[nH]c(=O)[nH]c4c3)[nH]c2c1,2.8,15.7,-2.1,.,-0.4,-2.9,-2.9,7.1,2.5,-19.7,16.4
Cc1csc(SCc2nnc(-c3ccc(Cl)cc3)o2)n1,-320.1,0.4,1.1,0.0,0.7,-24.2,-64.1,-48.3,4.9,-101.7,-170.3
Cc1onc(-c2ccccc2Cl)c1C(=O)N1CCC(C(N)=O)CC1,-5.4,2.5,5.7,.,-0.5,-6.8,-5.1,-12.7,-4.4,-8.0,13.4

# Only part of the results is shown; the hit share may differ from the screen's.
